Screening data deposited in PubChem by several laboratories.
SMARCA2 act – SMARCA2 (BRM) function activators, primary screen, cell-based, luminescence, high throughput | 370,000 tested, 1% active | activation, % at 9.1 µM | MG213 cells, MMTV-luciferase reporter, dexamethasone, overnight; in the data active means activation above about 7.8%;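 further: 0% = vehicle wells and 100% = reference activator wells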
HTRA1 inhibitor – HTRA1 serine protease inhibitors, primary screen, biochemical, fluorescence polarization, HTS; Q92743; recombinant HTRA1, FP-rhodamine activity-based probe; inhibition, % at 5.96 µM; 340,000 tested, 0.5% active; AID 504803, 2011; in the data active means inhibition above about 36%;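 further: 0% = enzyme with DMSO and 100% = wells lacking enzyme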
Target sequence (Q92743 whole entry, looked up): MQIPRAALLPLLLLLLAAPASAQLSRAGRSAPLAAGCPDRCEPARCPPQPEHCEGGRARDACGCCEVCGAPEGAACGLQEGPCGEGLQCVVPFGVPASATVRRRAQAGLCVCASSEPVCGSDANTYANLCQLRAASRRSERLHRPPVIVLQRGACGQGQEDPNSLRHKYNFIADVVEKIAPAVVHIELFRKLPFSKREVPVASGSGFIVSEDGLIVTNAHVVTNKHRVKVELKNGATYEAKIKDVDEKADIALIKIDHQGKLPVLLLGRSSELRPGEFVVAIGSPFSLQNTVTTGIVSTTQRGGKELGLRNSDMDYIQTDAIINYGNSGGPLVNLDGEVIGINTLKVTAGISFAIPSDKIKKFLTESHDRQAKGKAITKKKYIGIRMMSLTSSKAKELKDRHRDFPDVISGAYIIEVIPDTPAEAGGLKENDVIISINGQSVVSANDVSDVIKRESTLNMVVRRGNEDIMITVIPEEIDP
Rev-erbA mod – modulators of Rev-erb alpha DNA binding, primary screen, biochemical, FITC-DNA, fluorescence polarization, uHTS; Rev-erbα–FITC-DNA binding, 90 min; activity, % at 10 µM; 370,000 tested, 0.79% active; AID 1259318, 2017;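 active means activity above about 14%, limit read from the data; passing the limit was not always enough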;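 further: 0% = DMSO wells with 35 nM protein and 100% = DMSO wells with 750 nM protein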
ARFGAP1 inhibitor – inhibitors of rat ARFGAP1 GAP activity, primary screen, biochemical, fluorescence polarization, GDP tracer | 360,000 tested, 0.26% active | inhibition, % at 16.5 µM | AID 651572, 2012 | ADP-ribosylation factor GTPase-activating protein 1 (Rattus norvegicus), Q62848 | Arfgap1-stimulated ARF1 GTP hydrolysis, GDP FP detection;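 active means inhibition above a per-plate limit, mean inhibition of low control wells plus 3 SD, cut at about 25% in these data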;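 further: 0% = DMSO wells with enzyme and 100% = wells lacking Arfgap1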
Target sequence (Q62848 1-136 limits assumed): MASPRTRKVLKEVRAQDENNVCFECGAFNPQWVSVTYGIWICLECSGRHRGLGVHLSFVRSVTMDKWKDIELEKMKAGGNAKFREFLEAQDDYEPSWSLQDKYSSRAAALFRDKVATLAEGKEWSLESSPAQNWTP
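System: truncated rat Arfgap1 GAP domain / Benchmarks: high control wells lacking Arfgap1, low control full reaction with DMSO / Times: compound-enzyme preincubation 20 min, reaction 120 min, detection 60 min, 25 °C / Repeats: one replicate per compound / Also added: human ARF1(Δ1-17)-GTP substrate / Measured by: Tracer-displacement fluorescence polarization with EDTA stop, 620/688 nm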
ASAP1 inh – inhibitors of human ASAP1 ArfGAP activity, primary screen, biochemical, fluorescence polarization | inhibition, % at 16.5 µM | 360,000 tested, 0.19% active | ASAP1-stimulated ARF1 GTP hydrolysis, GDP FP detection | Arf-GAP with SH3 domain, ANK repeat and PH domain-containing protein 1 (Homo sapiens), …; in the data active means inhibition above about 25%;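 further: 0% = vehicle with enzyme and substrate and 100% = no enzyme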
PG9 binder – binders of HIV-1 gp120 antibody PG9, primary screen, biochemical, TR-FRET; TR-FRET gp120-PG9 antibody binding; HIV-1 gp120 / PG9 antibody interaction; 360,000 tested, 0.43% active; inhibition, % at 6.7 µM; in the data active means inhibition above about 8.5%
NPR1 activator – GC-A stimulated cGMP production enhancers – HEK293 GC-A cells, cGMP TR-FRET, EC30 ANP, primary screen; 370,000 tested, 0.14% active; Atrial natriuretic peptide receptor 1 (Homo sapiens), P16066; 0% at EC30 ANP, 100% saturating ANP; activation, % at 10 µM; in the data active means activation above about 40%
rCAG binder – binders of r(CAG) RNA repeats, primary screen, biochemical, fluorescence. r(CAG) RNA repeat, TO-PRO-1 dye displacement fluorescence. inhibition, % at 3 µM. 370,000 tested, 1.3% active. AID 651821, 2012;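 active means inhibition above the plate cutoff, the mean of all test compounds on that plate plus 3 SD, cut at about 35% in these data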;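 further: 0% = DMSO alone and 100% = 100 µM mitoxantrone as full dye displacement; higher means more dye released from RNA so lower well fluorescence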
GC-B act – human GC-B receptor activators, primary screen, HEK293 GC-B cells, cGMP TR-FRET, EC30 CNP | 0% at EC30 CNP, 100% saturating CNP | activation, % at 10 µM | 370,000 tested, 0.11% active | AID 1920062, 2024;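 active means activation at 10 µM reaching about 35% in either raw or pattern-adjusted values, limit read from the data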
mABHD4 FP – ABHD4 inhibitors, primary screen, biochemical, fluorescence polarization, mouse | (Lyso)-N-acylphosphatidylethanolamine lipase (Mus musculus), Q8VD66 | purified mABHD4, FP-Rh probe fluorescence polarization | inhibition, % at 8.92 µM | 370,000 tested, 0.54% active | AID 720543, 2013;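 active means inhibition exceeding the mean over every tested compound plus 3 SD, cut at about 30% in these data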;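 further: 0% = plate median of compound wells and 100% = S159A mutant with DMSO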
Target sequence (Q8VD66 whole entry, looked up): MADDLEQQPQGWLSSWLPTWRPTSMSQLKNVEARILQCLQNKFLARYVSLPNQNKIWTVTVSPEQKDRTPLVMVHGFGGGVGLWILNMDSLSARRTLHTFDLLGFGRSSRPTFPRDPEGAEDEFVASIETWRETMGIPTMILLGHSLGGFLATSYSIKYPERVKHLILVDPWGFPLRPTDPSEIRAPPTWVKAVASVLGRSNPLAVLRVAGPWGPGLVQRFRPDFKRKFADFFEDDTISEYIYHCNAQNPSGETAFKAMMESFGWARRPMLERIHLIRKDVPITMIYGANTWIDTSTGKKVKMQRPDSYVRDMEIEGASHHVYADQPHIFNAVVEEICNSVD
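assay system = mABHD4 protein | compound dosing = single nominal dose of 8.92 µM, 0.89% DMSO final | read-out basis = percent inhibition of probe binding, normalized to plate controls | schedule = Enzyme–compound pre-incubation 45 min, then probe 60 min, both 25 °C | detection = fluorescence polarization, excitation 525 nm, emission 598 nm, BODIPY TMR filters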
* hit, by the source's call; · = no result given.

Each structure is followed by: SMARCA2 act	HTRA1 inhibitor	Rev-erbA mod	ARFGAP1 inhibitor	ASAP1 inh	PG9 binder	NPR1 activator	rCAG binder	GC-B act	mABHD4 FP
O=C(NCc1ccc(F)cc1)c1ccc(S(=O)(=O)Nc2cccc(C(F)(F)F)c2)cc1
 : -4	-42	1	10	-3	-2.3	-3	27	1	-31
O=C(NC1CCCC1)C(c1ccccn1)N(C(=O)c1csnn1)c1ccc(F)cc1 (configuration not stated)
 : -3	0	-2	-10	4	-1.4	1	-7	0	6
Cc1c(NC(=O)c2ccc(Cl)c(S(=O)(=O)N3CCOCC3)c2)c(=O)n(-c2ccccc2)n1C
 : -1	7	-2	-8	-9	0.5	3	-3	2	5
CC1(C)CC(=O)C=C(c2cn[nH]n2)C1
 : -7	0	4	-1	3	-1.2	1	0	-4	7
Cn1cccc1/C=N\NC(=O)C1COc2ccc(C(C)(C)C)cc2O1 (configuration not stated)
 : -3	-4	-3	3	1	-0.3	3	-1	2	-5
CN(C)CCCN(C(=O)c1ccco1)c1nc2ccc(Cl)cc2s1
 : 1	4	-1	-3	-8	-0.5	-2	3	-16	10
CC(C)Oc1ccc(C(CC(=O)O)NC(=O)C2CCCCC2)cc1 (configuration not stated)
 : -3	4	4	-6	3	0.7	1	3	2	7
COc1cc(C2NC(=O)NC3=C2C(=O)OC3)cc(OC)c1OC (configuration not stated)
 : -3	2	-4	5	-2	0.4	0	3	5	0
CCOCCCNC(=O)C(c1ccccc1)N(Cc1ccc2c(c1)OCO2)C(=O)CNC(C)=O (configuration not stated)
 : -1	2	-1	0	-6	0.5	-1	-3	-2	-7
C=CC(=O)NC1CCCCN(CC)C1=O (configuration not stated)
 : 0	·	-4	·	·	·	4	15	-3	-1
CC1Cc2ccccc2N1C(=O)COC(=O)C1=COCCO1 (configuration not stated)
 : -4	-3	-5	-1	-6	0.6	3	-2	3	-8
CNC(=O)N(O)C1N(/N=C/c2cccnc2)C(=S)SC1(C)C (configuration not stated)
 : -3	6	-2	-8	-15	-0.8	2	-3	-2	-4
COc1ccc(CNC(=O)COC(=O)c2cccc(S(=O)(=O)N3CCOCC3)c2)cc1
 : -1	-7	4	7	-2	0.7	3	1	-1	-3
CCCCc1c(-c2cccc(F)c2)ncn1CCc1ccccc1OC
 : -4	·	6	-3	4	-0.8	-7	0	-9	-7
Cc1ccc(OS(=O)Nc2cccc3nccnc23)cc1 (configuration not stated)
 : -1	3	-3	-6	2	0.3	-3	2	2	3
NC(=O)c1ccccc1NS(=O)(=O)c1ccc2c(c1)OCCO2
 : -2	1	-2	-8	-6	0.8	5	1	5	-2
CCCCCNC(=O)C1C(=O)Nc2ccccc2C(=O)N1c1ccc(OC)cc1 (configuration not stated)
 : -2	·	2	-7	-1	-2.8	1	1	5	4
Cc1cc(Nc2ccc(Cl)cc2)n2nnnc2n1
 : 0	-5	-2	10	7	1.4	0	5	-7	-7
O=C(NCc1nnc(SCC(=O)N2CCC(Cc3ccccc3)CC2)o1)c1ccccc1F
 : -4	-3	1	9	-4	1.8	-7	-1	-6	3
Cc1ccc(OCC(=O)NCc2cccs2)c([N+](=O)[O-])n1
 : 4	-5	2	7	2	-1.7	4	4	-2	-2
CCOc1cc(C(=O)Nc2cc3c(cc2N2CCCC2)n(C)c(=O)n3C)cc(OCC)c1OCC
 : -2	2	-1	4	-8	-2.9	3	1	-2	8
CCC1CCCCN1Cc1c(O)ccc2c(=O)c(-c3ccccc3)coc12 (configuration not stated)
 : -2	-2	-3	4	11	3.6	5	2	-1	-1
Cc1cc(NS(=O)(=O)c2cccc([N+](=O)[O-])c2)no1
 : 3	1	-5	-5	-13	-0.3	4	1	4	1
COc1ccc(Cc2nnc(SCC(=O)c3ccc(OC)cc3)o2)cc1
 : -4	-15	4	1	-3	-2.9	8	-1	5	-3
O=C(O/C(=C/c1ccccc1)C(F)(F)F)c1ccccc1
 : 3	32	8	9	-13	0.0	-5	1	6	4
O=C(Nc1nc2ccc(F)cc2s1)c1cccs1
 : -1	-19	2	4	-8	-0.8	16	12	-9	-16
O=C(CSC1=NC(=O)C(c2ccccc2)C(=O)N1)Nc1ccccc1[N+](=O)[O-] (configuration not stated)
 : 1	0	2	-8	6	-2.6	0	1	-4	-1
O=C(NCc1cccnc1)c1ccccc1Br
 : -2	2	2	4	13	2.4	0	0	2	-2
CC1Cc2ccccc2N1C(=O)CSc1nnnn1Cc1ccccc1 (configuration not stated)
 : -4	-6	1	0	6	0.9	5	-5	-1	-4
CCCNc1cc(=S)nc(N)[nH]1
 : -4	4	1	3	8	-0.4	7	-2	-1	5
COc1ccc(NS(=O)(=O)c2ccc3c(c2)NC(=O)C(C)S3)cc1 (configuration not stated)
 : -2	-2	-2	-4	6	0.8	-7	9	-4	7
O=[N+]([O-])c1cc(Cl)cc(C2=NCCN2)c1
 : 4	3	1	5	1	-1.2	3	1	5	-1
O=C(NCc1ccccc1)c1cc(S(=O)(=O)N2CCOCC2)ccc1F
 : -2	-7	-2	2	-4	2.9	3	12	6	-2
O=C(N/C(=C\c1cccc(Br)c1)C(=O)N1CCOCC1)c1ccco1
 : -1	-7	0	3	-3	-0.4	-1	1	9	-8
NC1=NC(=O)S/C1=C\c1ccc(F)cc1
 : -5	9	-2	-4	-1	-2.1	-1	-2	-6	4
O=C(CCCCCNC(=O)c1ccccc1)N/N=C/c1ccccc1
 : 7	6	7	12	14	-2.3	-1	-2	-7	-3
O=C(c1cccc(S(=O)(=O)N2CCN(c3ccccc3)CC2)c1)N1CC=C(c2ccccc2)CC1
 : -4	3	-3	-5	-6	-1.1	-5	4	3	-10
Cc1ccc(CC(NC(=O)c2ccccc2)C(=O)NC(Cc2ccccc2)C(=O)O)cc1 (configuration not stated)
 : 1	5	-4	-7	7	-3.0	-3	10	1	-5
CCCNc1ncnc2c1cnn2C1CCCCO1 (configuration not stated)
 : 0	-2	-3	-6	-10	0.7	0	1	1	4
CCCCNC(=S)N(Cc1ccco1)Cc1cc2cc3c(cc2[nH]c1=O)OCCO3
 : 3	1	4	-2	11	-0.6	2	1	1	-3
COc1ccc(CN(C(=O)Cn2nnc3ccccc32)C(C(=O)NC(C)(C)C)c2ccco2)cc1 (configuration not stated)
 : -3	2	-4	-1	-2	1.8	-14	-2	-9	6
CCN(CC)C(=O)CSc1nc(O)cc(=O)n1-c1ccccc1OC
 : ·	0	0	·	·	·	1	·	0	·
CCc1c(O)nc(SCC(=O)Nc2ccccc2C)n(-c2ccc(C)cc2)c1=O
 : -1	-7	-8	0	2	2.2	6	7	-7	5
O=C(NCc1ccccc1Cl)C1CCC(CNS(=O)(=O)c2cccc3cccnc23)CC1 (configuration not stated)
 : -4	·	9	·	·	·	0	20	-2	5
C=CCn1c(Cc2ccc(OC)cc2)nnc1SCC(=O)NCCc1ccccc1
 : -3	1	-4	-5	-12	-1.5	-2	-3	-4	-1
COCc1cccc(NC(=O)Cc2cccc3ccccc23)c1
 : -5	-11	-2	-4	1	-3.9	2	2	0	-18
Cc1cc(N2CCN(C)CC2)nc2ccc(NC(=O)CCC(=O)NCCC3=CCCCC3)cc12
 : 0	5	7	6	17	0.4	0	-5	-2	4
CCCCOC(=O)NCN1C(=O)C2C3C=CC(C3)C2C1=O (configuration not stated)
 : 0	-1	1	-11	-7	-0.4	5	0	2	-7
Cc1cc(C)c2c(=O)[nH]c(SCC(=O)N(C)C)nc2n1
 : 2	11	-2	5	-6	-0.2	0	0	0	-2
O=C(O)C1C(c2ccccc2)=C1c1ccc(Br)cc1 (configuration not stated)
 : 4	-4	-1	0	-16	0.8	0	3	-4	-8
CCOc1ccc(S(=O)(=O)c2c[nH]c3ccc(C)cc3c2=O)cc1
 : 2	2	31*	5	5	-0.6	4	1	4	1
COc1ccc(NC(=S)NCCSc2ccc(C)cc2)c(OC)c1
 : -3	-13	4	15	5	-1.9	-6	6	2	-9
Cc1cc(Br)ccc1NC(=O)CN(C)C(=O)CN1C(=O)NC(C)(C2CC2)C1=O (configuration not stated)
 : 1	4	-1	5	0	0.3	0	1	2	-2
COc1ccc([N+](=O)[O-])cc1NC(=O)Cn1ccc(C(F)(F)F)n1
 : -3	0	-6	3	-9	0.0	-1	3	4	2
Cc1cc(OCC(=O)OCC(=O)Nc2cc(S(=O)(=O)N3CCOCC3)ccc2Cl)ccc1Cl
 : 1	-1	5	1	1	-0.5	0	2	-2	-1
O=C(Cn1nc2ccccc2n1)N/N=C/c1ccc(F)cc1
 : -1	7	2	2	9	0.5	1	-1	1	-1
O=C(C1=NOC(CNc2ncc(C(F)(F)F)cc2Cl)C1)N1CCOCC1 (configuration not stated)
 : -3	-1	-6	3	2	-0.9	-1	-5	0	4
O=C(NC(=S)N1CCN(C/C=C/c2ccccc2)CC1)c1cccnc1
 : -2	0	-5	1	1	-1.3	0	0	-1	-3
C[C@@H]1CNC(=O)c2c(C(=O)NC3CCN(C(=O)OC(C)(C)C)CC3)ncn21
 : -2	·	3	1	9	-2.7	-6	0	-8	-8
O=C(CC1NCCNC1=O)OCc1ccccc1 (configuration not stated)
 : 2	0	1	3	-9	1.5	1	7	-2	-9
CS(=O)(=O)Nc1nnc(CCc2ccccc2)s1
 : -3	6	-4	1	-4	-1.2	4	2	3	3
CC(CNCC1CCCO1)COc1ccccc1 (configuration not stated)
 : -2	-6	-7	3	0	-1.9	-4	1	2	12
FC(F)(F)c1cc(C(F)(F)F)c2ccc(Oc3ccccc3)nc2n1
 : -2	3	3	11	-7	1.4	-2	-9	-4	7

One compound at a time, as listed above. Order of values: SMARCA2 act, HTRA1 inhibitor, Rev-erbA mod, ARFGAP1 inhibitor, ASAP1 inh, PG9 binder, NPR1 activator, rCAG binder, GC-B act, mABHD4 FP
Listed for `COc1ccc(CN(C(=O)Cn2nnc3ccccc32)C(C(=O)NC(C)(C)C)c2ccco2)cc1` (configuration not stated) = -3, 2, -4, -1, -2, 1.8, -14, -2, -9, 6
Listed for `CS(=O)(=O)Nc1nnc(CCc2ccccc2)s1` = -3, 6, -4, 1, -4, -1.2, 4, 2, 3, 3
Listed for `O=C(C1=NOC(CNc2ncc(C(F)(F)F)cc2Cl)C1)N1CCOCC1` (configuration not stated) = -3, -1, -6, 3, 2, -0.9, -1, -5, 0, 4
